# CTSL1 counter: blocks F. hepatica cathepsin L1 in PFM18AAP counter-screen | recombinant F. hepatica cathepsin L1, Z-Leu-Arg-MCA fluorescence | inhibition, % at 5.96 µM | 300,000 tested, 0.49% active | AID 1906;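 active means inhibition above the mean of all tested compounds plus 3 SD, set per screening campaign, cut at about 17% in these data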;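 further: 0% = plate median of test compound wells and 100% = 1 µM Z-Phe-Ala-diazomethylketone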
# ZTA DNA inh: counter-screen for EBNA-1 inhibitors: inhibitors of Epstein-Barr virus ZTA; ZTA-DNA binding, fluorescence polarization; 320,000 tested, 0.15% active; inhibition, % at 11 µM; AID 2234; in the data active means inhibition above about 33%
# Target sequence (P03206 whole entry, looked up): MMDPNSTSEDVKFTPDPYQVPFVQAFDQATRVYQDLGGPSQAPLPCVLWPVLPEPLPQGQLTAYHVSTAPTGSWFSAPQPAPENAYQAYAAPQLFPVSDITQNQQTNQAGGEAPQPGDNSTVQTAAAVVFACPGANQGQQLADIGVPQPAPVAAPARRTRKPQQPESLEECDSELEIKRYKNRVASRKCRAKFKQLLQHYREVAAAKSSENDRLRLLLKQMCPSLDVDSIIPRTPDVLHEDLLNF
# TPT1 inh: inhibitors of Candida albicans tRNA 2'-phosphotransferase TPT1 | 300,000 tested, 0.81% active | recombinant caTPT1, FP RNA substrate dephosphorylation | inhibition, % at 5 µM;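 active means inhibition above the mean of all tested compounds plus 3 SD, set per screening campaign, cut at about 24% in these data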;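 further: plate controls were DMSO alone for no effect and ferristatin control at 100 nM for full effect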
# Yeast superoxide: lowers age-related superoxide in aged yeast cells. S. cerevisiae aged cells, superoxide DHE fluorescence; active compounds read low. superoxide response (% of plate mean), % at 10 µM. 330,000 tested, 0.18% active. AID 2690;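 active means superoxide response under a set limit, about three screen SD below normal, cut at about 65% in these data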;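 further: yeast aged for seven days with compound at 30 °C before DHE staining; 100% = average MFI of all compound-treated wells on the plate with controls excluded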
# PP1 counter: blocks human PP1-alpha phosphatase, a PP5 counter-screen. P62136. purified PP1alpha, OMFP fluorescence. inhibition, % at 6.7 µM. 320,000 tested, 0.9% active. AID 2235;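 active means inhibition above the mean inhibition of all tested compounds plus 3 SD, computed separately for each screening campaign, cut at about 15% in these data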
# Target sequence (P62136 whole entry, looked up): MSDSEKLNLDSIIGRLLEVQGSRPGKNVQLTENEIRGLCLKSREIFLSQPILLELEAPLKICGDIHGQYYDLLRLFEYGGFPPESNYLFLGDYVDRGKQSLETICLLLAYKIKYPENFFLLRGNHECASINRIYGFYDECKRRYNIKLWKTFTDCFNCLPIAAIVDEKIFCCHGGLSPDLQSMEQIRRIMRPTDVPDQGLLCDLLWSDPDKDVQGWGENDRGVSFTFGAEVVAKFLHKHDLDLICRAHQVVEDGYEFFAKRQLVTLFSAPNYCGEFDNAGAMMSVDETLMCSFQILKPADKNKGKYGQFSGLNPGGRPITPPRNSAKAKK
# EBNA-1 inhibitor: blocks EBNA-1 binding to DNA. EBNA-1 DNA binding, fluorescence polarization. 300,000 tested, 0.34% active. AID 1950. inhibition, % at 14.8 µM; in the data active means inhibition above about 28%
# HCV core dimer: blocks dimerization of HCV core protein. TR-FRET GST/Flag-core106 dimerization, 1536-well. inhibition, % at 5 µM. 300,000 tested, 0.33% active. AID 1899;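 active means inhibition above the mean of all tested compounds plus 3 SD, set per screening campaign, cut at about 45% in these data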
#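 Assay system: Tagged HCV core106 pair (GST and Flag) | Buffer or medium: KF-containing HEPES buffer, pH 7.45, DTT, CHAPS, BSA | Also added: Eu donor and XL665 acceptor anti-tag antibodies | Dosing: One concentration, 5 µM, in 0.5% DMSO | Timing: 4 h at 22.5 °C | Technique: TR-FRET 671 and 617 nm emission | Repeats: Singlicate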
# PP5 primary: blocks human protein phosphatase 5 activity; P53041; purified PP5c, OMFP substrate fluorescence; inhibition, % at 6.7 µM; 320,000 tested, 0.18% active; AID 1987;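 active means inhibition above the campaign's mean inhibition across all tested compounds plus 3 SD, cut at about 9.5% in these data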;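 further: 0% = DMSO only and 100% = 100 µM cantharidin control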
# JMJD2C inh: human JMJD2C demethylase inhibition; Q9H3R0; GST-JMJD2C(1-420) H3K9me3 demethylation, DELFIA europium; inhibition, % at 2.35 µM; 330,000 tested, 0.069% active; AID 2099;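 active means more than half of a compound's replicate wells show inhibition beyond 50%, single wells judged on their own value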;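 further: signal counts dimethyl H3K9 product captured on neutravidin plate; 0% = median of DMSO wells and 100% = 0.3 times that DMSO median; strong numbers were not always called active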
# Target sequence (Q9H3R0 1-420 limits assumed): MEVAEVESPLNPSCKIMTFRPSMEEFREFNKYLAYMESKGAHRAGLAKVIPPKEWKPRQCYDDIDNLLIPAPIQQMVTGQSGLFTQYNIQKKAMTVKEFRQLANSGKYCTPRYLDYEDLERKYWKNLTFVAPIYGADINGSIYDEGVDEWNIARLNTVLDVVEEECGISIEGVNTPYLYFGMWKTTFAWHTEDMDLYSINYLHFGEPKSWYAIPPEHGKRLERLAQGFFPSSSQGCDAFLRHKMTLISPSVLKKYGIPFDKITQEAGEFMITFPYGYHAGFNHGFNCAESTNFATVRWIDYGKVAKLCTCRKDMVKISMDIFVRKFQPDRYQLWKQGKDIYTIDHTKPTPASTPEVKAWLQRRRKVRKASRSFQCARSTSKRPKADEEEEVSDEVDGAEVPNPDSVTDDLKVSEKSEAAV
# Active calls of the source: *; / = no result given. The order is random; overall some 3.1% were active at least once.
SMILES,CTSL1 counter,ZTA DNA inh,TPT1 inh,Yeast superoxide,PP1 counter,EBNA-1 inhibitor,HCV core dimer,PP5 primary,JMJD2C inh
CC(C(=O)NCc1ccccc1)N1C(=O)c2ccccc2C1=O (configuration not stated),-1,-5,1,97,0,-4,1,-0.3,9
CC(=O)Nc1ccc(NC(=O)C(=O)NCC(c2ccco2)N2CCc3ccccc32)cc1 (configuration not stated),0,0,0,89,3,-2,-1,1.4,72
Cc1cc(C(C)(C)C)oc1C(=O)N(CC(=O)NC1CCCC1)Cc1ccc(Cl)cc1,3,-8,-4,96,-3,2,11,2.6,/
Nc1c(S(=O)(=O)c2cccc(Cl)c2)c2nc3ccccc3nc2n1CCN1CCOCC1,2,-7,2,103,-2,-11,-1,6.1,-24
CCC(C)(C(=O)NC1CCCCC1)N(C(=O)CC1NC(=O)NC1=O)c1c(C)n(C)n(-c2ccccc2)c1=O (configuration not stated),-3,-5,-4,101,-3,10,1,-1.9,8
COc1cc([N+](=O)[O-])ccc1NC(=O)CN1CCOCC1,-1,6,-4,85,-1,9,-3,1.9,5
Cn1c(NCC(O)CO)nc2c1c(=O)n(Cc1ccc(Cl)c(Cl)c1)c(=O)n2C (configuration not stated),7,-16,-3,102,0,-5,-5,0.7,8
O=C1c2ccccc2C(=O)c2c1cccc2N(CCO)CCO,0,-18,-15,163,11,-3,-44,3.6,3
CCC(C)Oc1cccc(C(=O)Nc2ccccc2N2CCOCC2)c1 (configuration not stated),1,5,-2,93,3,2,10,2.0,-4
COC(=O)COc1ccc(S(=O)(=O)N2CCOCC2)cc1C,1,-3,1,106,-2,11,-4,0.7,40
O=C(NC1CCCN(C2Cc3ccccc3C2)C1)c1ccc(F)cc1Cl (configuration not stated),6,1,-5,75,0,7,1,-2.2,1
COC(=O)C1=C(C(=O)OC)[C@@H]2N(Cc3ccccc3)c3ccccc3[C@@]23C[C@@H](C(=O)OC)N=C3N1,3,-3,-4,95,-2,0,6,1.7,3

# The closing 4 compounds of the section above open the next one.
SMILES,CTSL1 counter,ZTA DNA inh,TPT1 inh,Yeast superoxide,PP1 counter,EBNA-1 inhibitor,HCV core dimer,PP5 primary,JMJD2C inh
CCC(C)Oc1cccc(C(=O)Nc2ccccc2N2CCOCC2)c1 (configuration not stated),1,5,-2,93,3,2,10,2.0,-4
COC(=O)COc1ccc(S(=O)(=O)N2CCOCC2)cc1C,1,-3,1,106,-2,11,-4,0.7,40
O=C(NC1CCCN(C2Cc3ccccc3C2)C1)c1ccc(F)cc1Cl (configuration not stated),6,1,-5,75,0,7,1,-2.2,1
COC(=O)C1=C(C(=O)OC)[C@@H]2N(Cc3ccccc3)c3ccccc3[C@@]23C[C@@H](C(=O)OC)N=C3N1,3,-3,-4,95,-2,0,6,1.7,3
CCN(CC)c1ccc(/C=C(/C#N)C(=O)NC(C)C)o1,5,10,169*,96,5,4,-31,5.7,3
C#CCOCCOCCOCCNc1nc(N2CCN(C(=O)[C@H](CCCCN)n3cc(C(N)CC(C)C)nn3)CC2)nc(N2CCN(C(=O)[C@H](CCC(=O)O)n3cc(C(N)[C@H](C)CC)nn3)CC2)n1 (some centres not stated),-1,-10,-4,103,4,-1,-7,1.1,-6
Cc1ccc(-c2noc(CN(C)C(=O)c3ccoc3C)n2)cc1,-3,-5,1,114,-2,-10,7,0.7,1
COc1ccc(Nc2nc(C(=O)N3CCc4cc(OC)c(OC)cc4C3)cs2)cc1,1,17,1,104,-1,5,-2,1.1,4
Cc1ccc(/C=C2\SC(=S)N(CCCC(=O)Nc3ccccc3C(=O)O)C2=O)cc1,0,-3,-3,102,1,7,8,2.7,3
COc1ccc(NC(=O)CS(=O)CC(=O)Nc2cccnc2)cc1 (configuration not stated),0,-12,0,97,4,2,2,1.2,-4
CCOc1ccc(S(=O)(=O)NCC(=O)N(C)Cc2cccnc2)cc1,1,9,-4,94,-1,1,-4,0.2,-6
NC(=O)C1CCN(C(=O)CCSCc2ccccc2)CC1,-5,-5,2,99,-1,0,0,-2.6,14
COC(=O)c1cccc(C(=O)N2CCCC(C(=O)c3cc(F)ccc3F)C2)c1 (configuration not stated),2,-13,-2,83,2,1,-1,-1.4,19
CCCC(=O)NC(Nc1ccc(S(=O)(=O)Nc2cc(C)on2)cc1)(C(F)(F)F)C(F)(F)F,2,-5,2,130,-1,-6,1,-0.4,-6
Cc1ccc2c(nc3s/c(=C\c4ccc(-c5ccccc5C(=O)O)o4)c(=O)n32)c1C,-4,8,116*,99,-4,0,12,2.4,-19
Cn1c(Cn2c(=O)sc3ccccc32)nnc1SCc1cccnc1,1,-1,-2,86,-1,9,-4,-1.1,-4
Cc1ccc(N(C(=O)CS(=O)CC(=O)Nc2ccc(F)cc2)C(C)C(=O)NC(C)(C)C)cc1 (configuration not stated),3,0,4,123,3,-2,-5,0.9,-1
Nc1cc(=O)[nH]c(SCCSc2ccccc2F)n1,-1,-1,-5,90,-1,2,2,2.3,-9
CC1CN(C(=O)c2cc3ccccc3oc2=O)CC(C)O1 (configuration not stated),-2,-23,-3,94,-3,11,0,0.1,15
COc1ccc(C(=O)Nc2ccc(C(=O)Nc3cccc(C)c3)cc2)cc1,0,15,-1,106,-2,-4,3,4.3,0
Cc1cccc(C(=O)OCC(=O)NCCCc2ccccc2)c1,-6,-33,-3,107,-2,-2,0,3.0,-22
COc1cccc(NC(=O)Cn2c3ccccc3c3nc4n(c(=O)c32)CCCS4)c1,3,23,-1,80,2,4,7,-0.7,5
c1ccc2c(c1)oc1c(NCC3CCCO3)ncnc12 (configuration not stated),-2,-3,-1,93,-4,-3,7,2.3,-6
COc1ccc(-c2ncn(CCC#N)c2[N+](=O)[O-])cc1,0,16,-3,93,-2,10,6,1.0,1
COc1ccc(NC(=O)CN(C)C(=O)Cc2n[nH]c(=O)c3ccccc23)cc1,-1,10,-4,103,-2,4,-8,1.5,0
COc1cc2c(cc1OC)CN(S(=O)(=O)/C=C/c1ccccc1)CC2,1,9,6,110,-3,-1,2,0.5,197
CSc1ncc(CN2CCN(C3CCCCC3)C(CCO)C2)cn1 (configuration not stated),2,7,0,97,-1,7,1,-1.9,4
CC(N)c1ccc(Cl)cc1Cl (configuration not stated),-2,-10,-2,98,-3,5,-20,-1.1,-5
CCOP(=O)(OCC)c1nc(-c2ccc(OC)cc2)oc1N1CCOCC1,-4,19,-2,95,-7,-3,0,1.2,-3
CC(O)[C@@H](NC(=O)C1CCC(CNC(=O)[C@H](Cc2ccccc2)NC(=O)OC(C)(C)C)CC1)C(=O)O (some centres not stated),4,4,-2,91,-2,-3,1,-0.5,4
COc1ccccc1CN1C(=O)CNC1=S,4,-3,-8,98,-7,-7,-17,-3.9,2
O=C(NC1CCCCC1)c1ccccc1NC(=O)C1CC(=O)N(c2ccccc2)C1 (configuration not stated),-2,-6,2,97,-4,10,10,-3.4,-2
CC(C)CC(CCc1ccccc1)OS(N)(=O)=O (configuration not stated),2,6,-1,90,2,12,2,2.6,/
CS(=O)(=O)Nc1ccc(C(=O)NCCSc2ccc(Cl)cc2)cc1,-3,-1,-2,97,-4,-5,-2,2.1,-8
COc1ccccc1N(CC(=O)NCc1ccccn1)S(C)(=O)=O,-4,4,-2,105,0,-8,11,3.0,0
O=C(NCc1csc2ccc(Cl)cc12)Nc1cccc2ccccc12,-2,5,-2,109,-1,2,2,-0.1,3
N#Cc1cnn2ccc(-c3ccc4c(c3)CCC4)nc12,1,-3,5,110,-1,-7,4,-0.4,30
CC1CCN(C(=O)COC(=O)/C=C/c2ccc(Br)o2)CC1,/,-10,/,94,4,/,/,-0.9,10
Cc1ccc(-c2nc(CS(=O)(=O)CC(=O)N3CCCCCC3)c(C)o2)cc1,-2,-4,2,93,5,1,3,1.4,-6
O=C(c1cccc(F)c1)N1CCN(C(=O)C(c2ccccc2)c2ccccc2)CC1,0,12,0,97,5,-10,13,5.1,-2

# Structures above printed as active in TPT1 inh.
mol	TPT1 inh	EBNA-1 inhibitor	HCV core dimer	PP5 primary	JMJD2C inh
CCN(CC)c1ccc(/C=C(/C#N)C(=O)NC(C)C)o1	169*	4	-31	5.7	3
Cc1ccc2c(nc3s/c(=C\c4ccc(-c5ccccc5C(=O)O)o4)c(=O)n32)c1C	116*	0	12	2.4	-19

# Other compounds
SMILES,CTSL1 counter,ZTA DNA inh,TPT1 inh,Yeast superoxide,PP1 counter,EBNA-1 inhibitor,HCV core dimer,PP5 primary,JMJD2C inh
O=C(C[n+]1ccccc1)Nc1ccccc1Br,-5,-7,-2,94,-2,-7,0,1.4,-23
O=C(Nc1ccc(Cl)cc1)Nc1cccnc1,9,-14,-1,120,-1,-4,5,2.4,3
CC(C)(C)C(=O)Nc1nnc(SCc2cccc(F)c2)s1,-1,10,0,106,-1,4,6,-1.6,-6
COc1ccc(N(CC(=O)NCc2ccc(Cl)cc2)S(=O)(=O)c2c(C)n[nH]c2C)cc1,-3,3,-1,119,-6,-3,1,-0.6,-3
O=C(c1ccsc1)N1CCCC(N2CCN(c3cccc(C(F)(F)F)c3)CC2)C1 (configuration not stated),-1,-6,-2,99,-2,-4,0,1.9,6
CC(=O)c1ccc(N2CCN(C(=O)c3cc4c(C)nc5ccccc5c4o3)CC2)cc1,-2,7,4,111,0,-11,2,-0.1,6
Cc1nc([N+](=O)[O-])cn1-c1ccc(N)cc1,-4,-9,-1,108,-1,-21,-11,3.3,-6
Cc1ccccc1-c1nc(-c2ccccn2)no1,1,-9,-1,120,-5,-3,-4,-5.2,-27
COc1cccc2c1Oc1ncccc1N(C(=O)CCC(=O)NCc1cccc(C)c1)C2,-4,-4,-1,113,-2,2,-3,-0.6,-2
Cc1cc(C)cc(C(=O)N(NC(=O)Nc2ccc(Cl)cc2)C(C)(C)C)c1,2,13,-2,92,-1,9,1,1.5,0

# Profiles as entered above:
# O=C(C[n+]1ccccc1)Nc1ccccc1Br is listed as CTSL1 counter: -5; ZTA DNA inh: -7; TPT1 inh: -2; Yeast superoxide: 94; PP1 counter: -2; EBNA-1 inhibitor: -7; HCV core dimer: 0; PP5 primary: 1.4; JMJD2C inh: -23
# Cc1ccccc1-c1nc(-c2ccccn2)no1 is listed as CTSL1 counter: 1; ZTA DNA inh: -9; TPT1 inh: -1; Yeast superoxide: 120; PP1 counter: -5; EBNA-1 inhibitor: -3; HCV core dimer: -4; PP5 primary: -5.2; JMJD2C inh: -27

# Compound activity: PubChem, several laboratories
